Compound activity deposited in PubChem by several laboratories.
MrgX1 antag: antagonists of human MrgX1 receptor, primary screen, HEK293 cells, Fluo-4 calcium flux. 1.3% of 310,000 active. AID 588676, 2011. B-score at 10 µM. BAM8-22 antagonism; stronger effect = lower value;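 active = calcium-response B-score plate-corrected more than 3 library SD below zero, starting fluorescence within 5 deviations, no agonist response on first addition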;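 also: peak minus trough fluorescence over baseline after final BAM8-22 challenge near maximal dose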
Target sequence (Q96LB2 whole entry, looked up): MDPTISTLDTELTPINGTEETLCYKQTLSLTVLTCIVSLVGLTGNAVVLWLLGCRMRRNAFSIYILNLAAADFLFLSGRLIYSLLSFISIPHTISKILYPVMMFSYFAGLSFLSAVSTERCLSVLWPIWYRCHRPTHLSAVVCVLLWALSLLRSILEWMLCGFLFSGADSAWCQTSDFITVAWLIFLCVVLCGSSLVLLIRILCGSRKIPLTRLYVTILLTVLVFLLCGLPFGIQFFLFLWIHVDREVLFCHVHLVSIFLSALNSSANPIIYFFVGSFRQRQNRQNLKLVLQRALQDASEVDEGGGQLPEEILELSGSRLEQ
TMEM16A act: TMEM16A chloride channel activators or potentiators, primary screen, cell-based, HTS; Anoctamin-1 (Mus musculus), Q8BHY3; HEK293 TMEM16A/YFP-H148Q/I152L, iodide quench fluorescence; stronger effect = lower value; B-score at 10 µM; 0.3% of 340,000 active; AID 623877, 2012;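 active = fluorescence-ratio B-score plate-corrected deviation score at least 3 library SD below zero, with starting fluorescence score within 5 deviations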;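 also: channel opened by trigger with iodide after compound preincubation; score built on the fluorescence ratio of max minus min over baseline; more negative score means more quench and so TMEM16A activation or potentiation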
MrgX1 allo act: positive allosteric modulators of MrgX1, primary screen, HEK293 cells, Fluo-4 calcium flux; Mas-related G-protein coupled receptor member X1 (Homo sapiens), Q96LB2; FDSS; stronger effect = higher value; B-score at 10 µM; 0.63% of 310,000 active; AID 588675, 2011;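 active = plate-corrected calcium response at least 3 library SD above typical, normal starting fluorescence, not activating the receptor alone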;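 also: compound read alongside a low EC10 to EC30 dose of BAM8-22 agonist; peak minus trough fluorescence over baseline measured at the second addition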
TRPC6 inh: mouse TRPC6 channel inhibitors, primary screen, cell-based, HEK293, membrane potential dye. Short transient receptor potential channel 6 (Mus musculus), Q61143. ACh-evoked depolarization; stronger effect = lower value. B-score at 10 µM. 1.1% of 310,000 active. AID 2553, 2010;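 active = B-score under library mean minus 3 SD, initial fluorescence not abnormally high, positive integrated signal ratio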;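 also: B-score derived from integrated fluorescence ratio over the kinetic read; more negative B-score means stronger inhibition of depolarization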
RGS4 act: RGS4 potentiators or activators, primary screen, cell-based, HEK293 M3R inducible RGS4, calcium flux; carbachol calcium flux Fluo4; stronger effect = lower value; AID 463111, 2010; 0.92% of 310,000 active; B-score at 10 µM;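 active = B-score of the integrated calcium signal more than 4 SD below the library mean, with starting fluorescence not abnormally high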;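 also: negative B-score means reduced calcium response which marks RGS4 activation or potentiation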
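System: HEK293 FlpIn-TREx cells, stable M3R, doxycycline-inducible RGS4. Timing: overnight RGS4 induction, 30 min dye load 37 °C, 20 min compound RT. Also added: carbachol, ECmax concentration. Measured by: Fluo4 fluorescence kinetic imaging of calcium. Evaluation: integrated calcium ratio converted to B score.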
MrgX1 ag: agonists of human MrgX1 receptor, primary screen, HEK293 cells, Fluo-4 calcium flux; Mas-related G-protein coupled receptor member X1 (Homo sapiens), Q96LB2; 0.44% of 310,000 active; B-score at 10 µM; Fluo-4 calcium fluorescence, agonist mode; stronger effect = higher value; AID 588627, 2011;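 active = calcium response B-score plate-corrected fluorescence ratio at least 3 library SD, with starting fluorescence B-score inside 5 SD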
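times = overnight plating, then 30 min 37 °C plus 30 min room-temperature dye loading | assay system = stable human MrgX1 HEK293 cell line | input = fifteen thousand cells per well | signal = kinetic calcium dye fluorescence, Fluo-4 NW | dosing = compound delivered in addition one of three | read-out = B-scored fluorescence response ratio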
SKKanGAS inh: S. pyogenes SKKanGAS growth inhibitors in kanamycin, primary screen, streptokinase expression inhibitor project, SKKanGAS strain, BacTiter-Glo luminescence; AID 1662, 2009; inhibition, % at 7.5 µM; 6 h; 1.3% of 300,000 active;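 active = mean replicate score, as percent of positive control median, at least 50; inconclusive = mean below 50 but one replicate at or above 50; inactive = mean and every replicate below 50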;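 also: strain carries kanamycin resistance gene driven by streptokinase promoter and grows in 40 µg/ml kanamycin; loss of luminescence reflects streptokinase promoter inhibition or plain growth inhibition; 0% = median of DMSO wells and 100% = positive control at its reference dose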
HDAC3 inh: HDAC3 deacetylase inhibitors, primary screen, biochemical, fluorescence, cell-free homogeneous; Histone deacetylase 3 (Homo sapiens), O15379; recombinant HDAC3, fluorogenic peptide/trypsin coupled; inhibition, % at 8.3 µM; 0.15% of 320,000 active; AID 2718, 2010; in the data active = inhibition above about 26%, passing the limit was not always enough; inconclusive = no clear call, values can overlap the other calls
Target sequence (O15379 whole entry, looked up): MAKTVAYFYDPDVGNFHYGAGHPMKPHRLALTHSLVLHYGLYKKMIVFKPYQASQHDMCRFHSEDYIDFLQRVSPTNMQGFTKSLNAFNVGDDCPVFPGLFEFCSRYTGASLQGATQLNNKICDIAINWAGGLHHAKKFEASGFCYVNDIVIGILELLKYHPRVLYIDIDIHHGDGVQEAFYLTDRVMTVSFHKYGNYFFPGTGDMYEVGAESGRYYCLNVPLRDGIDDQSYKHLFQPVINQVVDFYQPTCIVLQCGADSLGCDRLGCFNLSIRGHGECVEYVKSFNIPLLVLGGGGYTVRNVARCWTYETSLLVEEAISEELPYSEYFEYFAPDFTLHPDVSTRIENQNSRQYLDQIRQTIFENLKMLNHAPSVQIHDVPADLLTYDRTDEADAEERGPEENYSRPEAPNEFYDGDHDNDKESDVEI
ANO1 block: TMEM16A chloride channel inhibitors, primary screen, cell-based, HTS; 1.2% of 310,000 active; HEK293 TMEM16A/YFP iodide influx fluorescence, ionomycin; normalized B-score (activity score, 25-100; higher = stronger inhibition) at 10 µM; Anoctamin-1 (Mus musculus), Q8BHY3;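 active = ratio plate-corrected score three or more library SD toward inhibition, starting fluorescence score within five deviations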;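 also: score derived from kinetic fluorescence span divided by baseline fluorescence per well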
RGS4 block: RGS4 inhibitors, primary screen, cell-based, HEK293 M3R inducible RGS4, calcium flux | Regulator of G-protein signaling 4 (Homo sapiens), P49798 | 0.45% of 310,000 active | B-score at 10 µM | Fluo-4 calcium flux; stronger effect = higher value; triggered by carbachol at its EC20;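 active = B-score, a plate-corrected calcium signal, over three deviations above library mean, with baseline fluorescence within five deviations of library mean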;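 also: RGS4 expression induced by doxycycline in cells with stable M3 receptor; B-score is computed from the integrated fluorescence ratio over baseline after carbachol; higher B-score means a larger calcium signal and so more RGS4 inhibition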
Target sequence (P49798 whole entry, looked up): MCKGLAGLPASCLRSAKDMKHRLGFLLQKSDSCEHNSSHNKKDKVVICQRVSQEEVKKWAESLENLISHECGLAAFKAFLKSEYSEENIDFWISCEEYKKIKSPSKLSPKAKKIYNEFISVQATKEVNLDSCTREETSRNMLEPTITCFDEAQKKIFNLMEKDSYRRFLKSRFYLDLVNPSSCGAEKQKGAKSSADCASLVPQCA
TRPC6 act: mouse TRPC6 channel activators, primary screen, cell-based, HEK293, membrane potential dye | 0.13% of 310,000 active | Short transient receptor potential channel 6 (Mus musculus), Q61143 | HEK293-TRPC6 membrane potential dye fluorescence; stronger effect = higher value | B-score at 10 µM;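 active = B-score of the integrated fluorescence ratio above library mean plus 3 SD, and starting fluorescence ratio within library mean plus 5 SD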;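 also: higher score means more depolarization so channel activation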
An asterisk follows results filed as active; i = inactive; ? = inconclusive; / = no result given. Compounds were not picked by outcome; about 6.7% have a hit in one of these screens.

SMILES	MrgX1 antag	TMEM16A act	MrgX1 allo act	TRPC6 inh	RGS4 act	MrgX1 ag	SKKanGAS inh	HDAC3 inh	ANO1 block	RGS4 block	TRPC6 act
CC(C)(C)NC(=O)NC(=O)CSc1nnc(COc2ccccc2Cl)o1	i	i	i	i	i	i	-6	5	100*	i	i
Cc1ccc(N2C(=O)N(CC(=O)Nc3cc(Cl)ccc3C)C(=O)C2C)cc1 (stereo not drawn)	i	i	i	i	i	i	-3	/	i	i	i
CN1c2ccccc2N(C)C1(C)c1ccccc1	i	i	i	i	i	i	7	7	i	i	i
O=C(Nc1cccnc1)c1ccc2c(c1)C(=O)N(Cc1cccnc1)C2=O	i	i	i	i	i	i	-4	-1	i	i	i
COc1cccc(NC(=O)CN(C)C(C)C(=O)Nc2ccc(C#N)cc2)c1 (stereo not drawn)	i	i	i	i	i	i	-7	12	i	i	i
COc1ccc([N+](=O)[O-])cc1NC(=S)NC(NC(C)=O)C(Cl)(Cl)Cl (stereo not drawn)	i	i	i	i	i	i	3	/	i	i	i
COc1cc(C(=O)N/N=C(\C)c2ccc(NC(=O)Cc3ccccc3)cc2)ccc1O	i	i	i	i	i	i	/	8	i	i	i
COc1cc(/C=C2\SC(=Nc3ccc(O)cc3)NC2=O)cc(OC)c1OC	i	/	i	i	i	i	-2	-7	i	i	i
Cn1nc(C(=O)NCCOc2ccccc2)c2ccccc2c1=O	i	i	10*	i	i	i	7	2	i	i	i
CC1CCN(S(=O)(=O)c2ccc(NC(=O)CNC3CCCCC3)cc2)CC1	i	i	i	i	i	i	9	7	i	i	i
CN1CCN(c2nc(N3CCN(CCO)CC3)nc3ccccc23)CC1	i	i	i	-7.1*	i	i	1	-17	i	i	i
CCN(CC)C(=O)Cn1cnc2sc(C(=O)N3CCN(c4ccc(F)cc4)CC3)c(C)c2c1=O	i	i	i	i	i	i	3	5	i	i	i

A draw from above in order of heavy-atom count, ascending.
SMILES	MrgX1 antag	TMEM16A act	MrgX1 allo act	TRPC6 inh	RGS4 act	MrgX1 ag	SKKanGAS inh	HDAC3 inh	ANO1 block	RGS4 block	TRPC6 act
Cn1nc(C(=O)NCCOc2ccccc2)c2ccccc2c1=O	i	i	10*	i	i	i	7	2	i	i	i
CC(C)(C)NC(=O)NC(=O)CSc1nnc(COc2ccccc2Cl)o1	i	i	i	i	i	i	-6	5	100*	i	i
COc1cc(C(=O)N/N=C(\C)c2ccc(NC(=O)Cc3ccccc3)cc2)ccc1O	i	i	i	i	i	i	/	8	i	i	i

(more compounds)
SMILES	MrgX1 antag	TMEM16A act	MrgX1 allo act	TRPC6 inh	RGS4 act	MrgX1 ag	SKKanGAS inh	HDAC3 inh	ANO1 block	RGS4 block	TRPC6 act
COCCCNC(=O)CCc1c(C)nc2c(c(C)nn2-c2ccc(C)cc2)c1C	i	i	i	i	i	i	2	-13	i	i	i
CC(=O)N1[C@H](C)C=C[C@]1(Cc1ccccc1)C(=O)O	i	i	i	i	i	i	8	9	i	i	i
COc1ccc(Nc2ncnc3sc(-c4ccccc4)cc23)cc1OC	i	i	i	i	i	i	29	-1	i	i	i
COc1ccc(NC(=O)/C(Cl)=C(/Cl)S(=O)(=O)Cc2ccccc2)cn1	/	i	/	i	i	/	-1	/	/	18*	i
COc1ccc(CCN(Cc2ccccn2)C(=S)Nc2ccccc2Cl)cc1OC	i	i	i	i	i	i	4	7	i	i	i
Cc1ccc(Nc2c(-c3ccccn3)nc3cc(C)ccn23)cc1	i	i	i	-5.5*	i	i	101*	8	i	i	i
Cc1ccc(Cn2ccsc2=NC(=O)COC(=O)c2ccc(NC(=O)CC#N)cc2)cc1	i	i	i	i	i	i	7	2	i	i	i
Nc1ccccc1C(=O)N1CCC(O)(c2ccc(Cl)cc2)CC1	i	i	i	i	i	i	-4	0	i	i	i
Cc1cc(NS(=O)(=O)c2ccc(NC(=O)COc3ccccc3C(C)(C)C)cc2)no1	i	i	i	i	i	i	16	6	i	i	i
Cn1c(N)c(C(=O)c2ccc(C#N)cc2)c(=O)n(C)c1=O	i	i	i	i	i	i	3	0	i	i	i
CCOC(=O)C1CCN(C(=O)c2ccc3c(Cl)c4c(nc3c2)CCCC4)CC1	i	i	i	i	i	i	-2	9	i	i	i
Cc1ccc(NC(=S)NC(=O)C2CC2)c(C)c1	i	i	i	i	i	i	-1	-3	i	i	i
COc1ccc(C(C)(C)C)cc1NC(=O)c1ccoc1C	i	i	i	i	i	i	0	1	i	i	i
CN(C)c1ccc(/C=N/NC(=O)C(O)(c2ccccc2)c2ccccc2)o1	i	i	i	i	i	i	9	10	i	i	i
C=CCn1c(SCCC)nc(O)cc1=O	i	i	i	i	i	i	39	3	i	i	i
Cc1cc(NC(=O)c2ccccc2)n(C(C)(C)C)n1	i	i	i	i	i	i	-3	-4	i	i	i
O=C(Nc1cccnc1)c1ccc2ccccc2c1O	i	i	i	i	i	i	2	-20	i	i	i
O=C(COC(=O)c1cc(=O)[nH]c2ccccc12)NCc1cccs1	i	i	i	i	i	i	-2	4	i	i	i
NS(=O)(=O)c1ccc(CNC(=O)c2csc3c2CCCC3)cc1	i	i	i	i	i	i	5	4	i	i	i
Cc1cc2c(cc1S(=O)(=O)NC1CCCCC1C)OCC(=O)N2 (stereo not drawn)	i	i	i	i	i	i	4	-16	i	i	i
C(=N\N1CCN(c2ccccn2)CC1)/c1ccco1	i	i	i	i	i	i	6	13	i	i	i
CCN(CC)C(C(=O)NC1CCCCC1)c1ccc(C)cc1 (stereo not drawn)	i	i	i	i	i	i	5	0	i	i	i
O=C(CNc1ccccc1F)N/N=C/C1CC=CCC1 (stereo not drawn)	i	i	i	i	i	i	/	7	i	i	i
COC(=O)c1ccc(-n2c(C)cc(/C=N/Nc3nc(C)cc(=O)[nH]3)c2C)cc1	i	i	i	i	i	i	21	4	i	i	i
O=C(O)c1ccccc1COc1ccccc1Cl	i	i	i	i	i	i	4	2	i	i	i
C[C@H](NC(=O)c1ccco1)C(=O)NCCc1ccc(S(N)(=O)=O)cc1	i	i	i	i	i	i	-6	/	i	i	i
O=C(COC(=O)c1nc(Cl)ccc1Cl)NC1CCS(=O)(=O)C1 (stereo not drawn)	i	i	i	i	i	i	2	0	i	i	i
O=C1c2ccccc2C(=O)N1CC1c2ccccc2CCN1C(=O)N1CCOCC1 (stereo not drawn)	i	i	i	i	i	i	5	5	i	i	i
CN(C)c1cc(-c2ccccc2)nc(-c2ccccc2)n1	i	i	i	i	i	i	5	-1	i	i	i
O=C(CCCC(=O)N1CCCC1)N1CCCC1	i	i	i	i	i	i	-11	1	i	i	i
CCNC(=O)NC(=O)c1csc([N+](=O)[O-])c1	i	i	i	i	i	i	-2	7	i	i	i
COc1ccccc1NC(=O)CCN1C(=O)C2CC=C(Cl)CC2C1=O (stereo not drawn)	i	i	i	i	i	i	5	-1	i	i	i
COc1cc(/C=N/NC(=O)Cn2cnc3c2c(=O)n(C)c(=O)n3C)ccc1O	i	i	i	i	i	i	-6	1	i	i	i
Cc1nn(C)c(C)c1/C=C(/C(=O)C(C)C)n1cncn1	i	i	i	i	i	i	1	3	i	i	i
CCOc1ccc(OCCC(=O)N2CCN(S(=O)(=O)c3ccc(OCC)cc3)CC2)cc1	i	i	i	i	i	i	-3	-4	i	i	i
NC(=O)c1cc([N+](=O)[O-])ccc1Nc1ccccc1	i	i	i	/	/	i	/	-8	i	/	/
COc1ccccc1N1CCN(C(=O)CSc2nnc(NC(=O)C3CC3)s2)CC1	i	i	i	i	i	i	-1	3	i	i	i
C/C(=N\Nc1ccc(C(=O)O)cc1)c1ccc(-n2ccnc2)cc1	i	i	i	i	i	i	-5	-1	i	i	i
NS(=O)(=O)c1ccc(CCNC(=O)C(=O)c2c[nH]c3ccccc23)cc1	i	i	i	i	i	i	-7	6	i	i	i
CC(C)Cn1c(SCC(=O)NCc2ccc(Cl)cc2)nnc1-c1cccc(S(=O)(=O)N2CCOCC2)c1	i	i	i	i	i	i	2	?	i	i	i
CCOC(=O)C1=C(CN2CCSCC2)NC(=O)NC1c1cc(C)ccc1C (stereo not drawn)	i	i	i	i	i	i	-9	?	i	i	i
COc1ccc2[nH]cc(CCNC(=O)c3ccccc3Cl)c2c1	i	i	i	i	i	i	-6	3	i	i	i
CC1Cc2ccccc2N1C(=O)CN1CCCCC1 (stereo not drawn)	i	i	i	i	i	i	2	-1	i	i	i
N#Cc1nc(Cc2ccccc2)oc1NCCN1CCOCC1	-7.5*	i	i	i	i	i	-1	0	i	i	i
Cc1ccc(-n2nc(C)c3c(C(=O)OCC(=O)N(C)C4CCS(=O)(=O)C4)cc(-c4ccccc4)nc32)cc1 (stereo not drawn)	i	i	i	i	i	i	-11	-4	i	i	i
O=C(Nc1ccc(F)c([N+](=O)[O-])c1)C1CC(=O)N(Cc2ccccc2)C1 (stereo not drawn)	i	i	i	i	i	i	-18	1	i	i	i
O=C(Nc1nnc(SCC(=O)N2CCOCC2)s1)C1CC(=O)N(c2ccccc2)C1 (stereo not drawn)	i	i	i	i	i	i	-5	-2	i	i	i
CCCCCC(=O)NC(NC(=S)NC1CCS(=O)(=O)C1)C(Cl)(Cl)Cl (stereo not drawn)	i	i	i	i	i	i	-4	-3	i	i	i
COc1ccc(C(=O)Nc2ccc3ccccc3c2)cc1OC	i	i	i	i	i	i	5	-1	i	i	i
CCn1c(SCC(=O)OC)nnc1-c1c[nH]c2ccccc12	i	i	i	i	i	i	-7	2	i	i	i
CSc1nc(N(C)NC(=O)c2ccc(Cl)cc2)c2ccccc2n1	i	i	i	i	i	i	10	3	i	i	i
